Compound activity deposited in PubChem by Sanford-Burnham Center for Chemical Genomics.
CCR6 antag: blocks CCL20-driven beta-arrestin recruitment at human CCR6. inhibition, % at 20 µM. hit rate 0.49% among 340,000. CHO-K1 CCR6 PathHunter beta-arrestin, luminescence, CCL20-stimulated. P51684;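 active = compounds whose inhibition of the agonist-driven luminescence signal at 20 µM reaches about 50%, limit read from the data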;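 also: cells stimulated with CCL20 at 14 nM final; plate controls were DMSO with CCL20 for no effect and DMSO without agonist for full effect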
CXCR6 inh: CXCR6 (human) receptor inhibition; CHO-K1 PathHunter CXCR6 beta-arrestin, luminescence; inhibition, % at 20 µM; hit rate 0.36% among 360,000; in the data active = inhibition above about 34%, passing the limit was not always enough;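 also: antagonist mode with CXCL16 agonist at 10 nM final; 0% = 10 nM CXCL16 with DMSO and 100% = unstimulated wells without agonist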
ATG4B inhibitor: blocks human ATG4B protease cleavage of LC3 substrate | inhibition, % at 8.33 µM | ATG4B cleavage of LC3-PLA2, NBD-HPC fluorescence, 1 h | Q9Y4P1 | AID 504462 | hit rate 0.51% among 340,000; in the data active = inhibition above about 40%
Target sequence (Q9Y4P1 whole entry, looked up): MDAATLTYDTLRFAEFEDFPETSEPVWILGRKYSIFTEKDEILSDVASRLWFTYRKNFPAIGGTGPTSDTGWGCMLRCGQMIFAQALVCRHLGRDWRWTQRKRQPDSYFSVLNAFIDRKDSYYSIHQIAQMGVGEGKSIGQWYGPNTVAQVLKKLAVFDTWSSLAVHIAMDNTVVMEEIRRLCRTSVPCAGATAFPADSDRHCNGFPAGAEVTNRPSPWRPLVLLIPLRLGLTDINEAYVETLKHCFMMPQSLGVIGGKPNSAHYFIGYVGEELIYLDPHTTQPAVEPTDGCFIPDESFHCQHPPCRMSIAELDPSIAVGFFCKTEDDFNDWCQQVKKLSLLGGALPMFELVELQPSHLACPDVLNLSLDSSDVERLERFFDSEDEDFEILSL
EBI2 block: EBI2 (human) antagonism; P32249; EBI2 beta-arrestin recruitment, luminescence, 7a,25-OHC stimulated; inhibition, % at 5 µM; hit rate 0.81% among 360,000; AID 651636; in the data active = inhibition above about 38%;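 also: enzyme fragment complementation signal reports receptor beta-arrestin coupling in cells; 0% = agonist plus DMSO wells and 100% = wells without agonist; some results beyond the cut were filed as inactive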
UBC13 polyUb: inhibitors of human UBC13 polyubiquitin chain formation; inhibition, % at 20 µM; hit rate 0.47% among 330,000; TR-FRET; P61088; in the data active = inhibition above about 45%, passing the limit was not always enough
Target sequence (P61088 whole entry, looked up): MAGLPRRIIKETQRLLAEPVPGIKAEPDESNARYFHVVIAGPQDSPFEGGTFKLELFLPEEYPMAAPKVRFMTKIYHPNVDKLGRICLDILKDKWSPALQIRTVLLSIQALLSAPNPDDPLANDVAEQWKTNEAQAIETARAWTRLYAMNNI
APJ antagonist: APJ receptor antagonism | P35414 | CHO-K1 APJ beta-arrestin complementation, luminescence | inhibition, % at 20 µM | hit rate 0.32% among 330,000;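 active = inhibition above about 40% at 20 µM, limit read from the data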;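 also: cells challenged with 10 nM apelin-13 agonist together with compound; plate controls were apelin-13 plus DMSO wells for no effect and DMSO wells lacking apelin-13 for full effect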
Target sequence (P35414 whole entry, looked up): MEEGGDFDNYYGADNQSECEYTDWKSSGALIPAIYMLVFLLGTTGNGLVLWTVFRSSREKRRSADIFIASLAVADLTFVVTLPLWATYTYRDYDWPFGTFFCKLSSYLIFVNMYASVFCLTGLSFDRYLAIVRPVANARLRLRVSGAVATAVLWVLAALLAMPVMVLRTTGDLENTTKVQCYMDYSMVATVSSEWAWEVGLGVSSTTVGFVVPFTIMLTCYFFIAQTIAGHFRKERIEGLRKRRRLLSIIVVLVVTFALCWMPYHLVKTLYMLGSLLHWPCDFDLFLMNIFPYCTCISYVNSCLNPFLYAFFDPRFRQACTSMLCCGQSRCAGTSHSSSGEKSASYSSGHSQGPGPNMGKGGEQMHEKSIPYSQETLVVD
Gli-Sufu block: antagonists of Gli-Sufu signaling. Sufu-KO-LIGHT fibroblasts, Gli luciferase reporter luminescence. inhibition, % at 5 µM. hit rate 0.74% among 340,000;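 active = inhibition above about 55%, limit read from the data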;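 also: 0% = DMSO-treated cells and 100% = wells with medium but no cells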
APJ agonist: activates the human apelin receptor APJ; P35414; CHO-K1 APJ PathHunter beta-arrestin, luminescence; 0% DMSO wells, 100% apelin; activation, % at 20 µM; hit rate 0.11% among 330,000;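 active = activation more than six SD over the plate average, tested at 20 µM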;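 also: 0% = DMSO alone and 100% = apelin-13 at 10 nM; some results filed as inactive read as strong as hits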
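Assay system: CHO-K1 APJ beta-arrestin complementation cell line / Compound: single test compound dose, 20 µM final, 1% DMSO / Times: overnight seeding, 90 min compound at 25 °C, 1 h detection / Technique: beta-gal luminescence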
* marks the source's active call; other numbers are inactive results; · = no result given.

SMILES	CCR6 antag	CXCR6 inh	ATG4B inhibitor	EBI2 block	UBC13 polyUb	APJ antagonist	Gli-Sufu block	APJ agonist
COc1cc2c3c(c1OC)C1(C=CC(=NO)C=C1)CC3N(C(C)=O)CC2 (centres undefined)	3	-3	-3	5	-1	4	0	-3
O=C(NN=C1CCCCCCC1)c1ccc2ccccc2n1	7	0	-2	-10	-13	-8	-18	4
CCOC(=O)c1sc2ccc(S(=O)(=O)N3CC(C)CC(C)C3)cc2c1N (centres undefined)	10	8	0	5	14	-8	16	0
COc1ccccc1NC(=O)CCc1c(C)[nH]c(=O)c(C#N)c1C	-8	-2	-3	3	-4	7	-1	0
O=C(c1ccc(N2CCCC2=O)cc1)N1CCN(c2cccc(C(F)(F)F)c2)CC1	4	-9	2	9	3	-26	6	-5
Cc1cc(C)nc(S/C=C/C(=O)c2ccccc2F)n1	13	31	6	14	6	14	3	-1
O=C(COC(=O)c1ccc(F)c(S(=O)(=O)N2CCOCC2)c1)NC1CC1	-9	-1	-42	-6	-6	17	3	-3
COc1cccc(C(=O)Nc2cc(S(=O)(=O)N3CCOCC3)ccc2N2CCOCC2)c1	12	1	6	-2	·	·	0	·
COc1cc(C(=O)NNC(=O)CCOc2ccccc2)cc(OC)c1OC	4	-5	-4	5	2	3	-29	-4
O=C(O)CC(NC(=O)C12CC3CC(CC(C3)C1)C2)c1ccc(Cl)cc1 (centres undefined)	4	-4	-4	1	4	-9	9	-2
Cc1cccc(N2CCN(C(=O)c3cc(S(=O)(=O)N4CCOCC4)cn3C)CC2)c1C	9	0	-19	-2	0	-3	-9	-3
Cc1cc(C)cc(N(CC(=O)NC2CCCC2)C(=O)CCC(=O)Nc2nc(C)cs2)c1	10	7	-7	3	-1	29	-4	1
CCn1c(CNc2ccccc2Cl)nnc1SCCN1CCCCC1	-3	11	-11	1	15	1	6	-11
COc1ccc(C(C[N+](=O)[O-])c2c(-c3ccccc3)cc3ccccn23)cc1OC (centres undefined)	13	-6	9	2	-12	-20	-7	7
CCOC(=O)C1CCN(CCC(=O)Nc2cccc(C)c2)CC1	7	-6	-8	-8	-9	20	1	-6
COCCOC(=O)c1c(C)n(C)c2ccc(OC(=O)c3ccccc3F)cc12	16	-1	-12	15	4	9	0	-3
Cc1cnnc2c1-c1no[n+]([O-])c1CC2	-3	-13	17	-3	-15	10	0	-1
O=C1CCCN1CCC(=O)N1CCCC(CO)(Cc2ccccc2)C1 (centres undefined)	8	-3	-7	-12	-2	9	-15	-1
CN(c1ccccc1C(=O)O)S(C)(=O)=O	13	-16	1	-7	1	15	0	-5
CCOC(=O)/C(C(=O)Nc1ccc(Br)cc1)=C1/NC(C)(C)Cc2ccccc21	19	-7	-5	-1	-14	-8	11	-1
CSc1nsc(SC)c1C(=O)Nc1ccc(C)cc1	19	-11	4	10	0	12	-32	-4
C[C@H](O)C(=O)C1=Nc2c(nc(N)[nH]c2=O)NC1	16	4	-1	-3	-12	-23	-4	1
COc1ccc(OC)c(Nc2nc(N(C)c3ccccc3)nc(N)c2[N+](=O)[O-])c1	19	9	-9	23	-13	20	7	-3
O=C(COC(=O)c1ccc(F)c(S(=O)(=O)N2CCOCC2)c1)c1ccc(Cl)cc1	7	-2	-48	10	2	17	-4	-2
Cc1cc(C(F)(F)F)n2[nH]c(=O)c(N=Nc3ccccc3)c2n1	2	8	12	-2	-41	-12	3	1
COc1cc(NC(=O)c2cc(-n3cnnc3)ccc2Cl)cc(OC)c1	0	-8	-4	3	24	13	1	6
Cc1ccc(CN2CCC(n3nccc3NC(=O)c3ccccc3C)CC2)o1	4	2	-3	-2	-8	-6	-3	-3
Cc1ccccc1NC(=O)Cn1c(=O)n(C)c2ccccc21	2	4	1	-11	-12	5	3	1
Oc1ccc(Cl)cc1-c1cc(-c2ccco2)[nH]n1	-19	2	11	28	2	-1	-13	-1
CCN(CC)C(=O)C1CC(=O)N(c2ccc(OC)cc2)C1c1ccc(OC)cc1 (centres undefined)	2	-3	-14	-16	4	-2	1	-4

Among those listed so far, two contain two or more sulfur atoms.
SMILES	CCR6 antag	CXCR6 inh	ATG4B inhibitor	EBI2 block	UBC13 polyUb	APJ antagonist	Gli-Sufu block	APJ agonist
CCOC(=O)c1sc2ccc(S(=O)(=O)N3CC(C)CC(C)C3)cc2c1N (centres undefined)	10	8	0	5	14	-8	16	0
CSc1nsc(SC)c1C(=O)Nc1ccc(C)cc1	19	-11	4	10	0	12	-32	-4

(next part)
SMILES	CCR6 antag	CXCR6 inh	ATG4B inhibitor	EBI2 block	UBC13 polyUb	APJ antagonist	Gli-Sufu block	APJ agonist
COc1ccccc1C1c2c(C)nn(-c3ccccc3)c2NC(=O)C1NC(=O)c1ccccc1 (centres undefined)	6	30	26	4	5	-10	1	-3
Cc1cc(OCC(=O)Nn2cnnc2)ccc1Br	0	-1	5	-6	-1	-12	8	-5
c1ccc(-c2nc3nonc3nc2-c2ccccc2)cc1	2	-7	-10	-14	-2	-35	39	3
COCCC(=O)N1CCC(Oc2ccc(C(=O)NCc3cc(C)n(C)n3)cc2)CC1	-3	-19	3	1	-2	14	-6	-1
COC(=O)C1CCN(C(=O)COc2ccc(N(C)S(=O)(=O)c3ccc(C)cc3)cc2)CC1	5	-6	3	-8	-5	0	-3	1
Cc1ccc(S(=O)(=O)C2(C(=O)Nc3cccnc3)CC2)cc1	-4	2	-8	1	8	3	1	3
N#C/C(C(=O)NCCc1ccccc1)=C1/N=C(NC(=O)c2cccs2)c2ccccc21	13	1	-5	-6	16	1	7	1
Cc1ccsc1C=C1C(=O)c2ccccc2C1=O	16	0	9	0	-19	2	6	-4
Cc1cccc(NC(=S)N2CCC(C(=O)c3ccc(F)cc3)CC2)c1C	11	1	1	0	-7	4	-23	-4
COc1cc(-n2nnnc2SCC(=O)N2CCN(c3ccc(F)cc3)CC2)c(OC)cc1Cl	2	-11	-4	1	·	·	20	·
CC(O/N=C\c1ccccc1O)C(=O)Nc1ccccc1C(=O)N1CCOCC1 (centres undefined)	11	0	-4	-16	7	19	-1	0
Cc1cc(-c2ccccc2)nc2oc(C(=O)NN)c(N)c12	-3	-7	-9	13	-16	14	2	-1
CC(C)CCNC(=O)CC1Nc2c3ccccc3nc(=S)n2C1=O (centres undefined)	2	2	-6	-5	9	9	3	-3
CS(=O)(=O)N1CCc2cc(C(=O)Nc3ccc(COCC(F)(F)F)cc3)ccc21	5	-4	0	4	-6	-4	7	2
COC(=O)Cn1c(=NC(=O)CSCC(=O)Nc2cc(C)on2)sc2cc(C(=O)OC)ccc21	4	5	-10	3	-10	16	1	-5
CCOC(=O)CCC(=O)Nc1ccc(S(=O)(=O)N2CCc3ccccc32)cc1	21	3	2	0	3	-3	-3	-4
C=CCn1c(SCC(=O)Nc2sccc2C(N)=O)nc2ccc(Cl)cc2c1=O	21	-1	8	6	1	-3	9	2
Cc1ccc(SCC(=O)c2c(C)nc3cc(C)ccn23)cc1	5	10	0	-4	4	7	7	-1
COc1ccccc1C(=O)N1CCc2ccccc21	9	10	1	-10	8	15	-7	-5
CC(Oc1ccc(S(=O)(=O)N2CCCC2)cc1[N+](=O)[O-])C(=O)N(C)c1ccccc1 (centres undefined)	10	4	13	1	3	12	-16	-4
CC(NC(=O)Nc1ccc(F)cc1)C(c1cccs1)N1CCCC1 (centres undefined)	5	0	-6	3	-11	-15	3	2
CCC1CCc2sc(C(=O)N(C)CC(=O)Nc3ccc(N4CCOCC4)cc3)cc2C1 (centres undefined)	-4	2	-18	4	-2	0	-10	0
CCCCSCCCNC(=O)c1cn(CC)c2ccc(S(=O)(=O)N3CCOCC3)cc2c1=O	9	11	-8	2	-4	3	8	0
CN(C)c1ccc(NC(=O)C[n+]2ccccc2)cc1	-1	-12	0	-4	6	-5	7	1
CC[C@]12c3[nH]c4ccc(Cl)cc4c3CCN1C(=O)[C@@H](CC(=O)NCc1cccc(C(F)(F)F)c1)C[C@@H]2C(=O)N1CCN(C(=O)c2ccco2)CC1	1	-2	23	14	·	·	6	·
COCCCn1c(SCC(=O)Nc2ccc(NC(C)=O)cc2)nc2sc3c(c2c1=O)CCC3	4	-1	-7	-3	4	3	-2	0
CCOC(=O)C(NC(C)=O)(NC(C)C)C(F)(F)F (centres undefined)	-2	-10	1	-8	1	-30	1	8
FC(F)(F)C(Oc1nc(Nc2ccc(Cl)cc2)nc(N2CCOCC2)n1)C(F)(F)F	-1	-4	-6	4	-1	-8	-24	3
O=C(CSCc1ccc(Cl)cc1)Nc1cccc(C(=O)Nc2ccccc2C(=O)O)c1	-3	-4	-6	4	-5	-1	-1	0
CCOC(=O)N1CCN(C(=O)CSc2nnc(COc3ccc(Cl)cc3)o2)CC1	14	4	2	30	8	3	3	-3
O=C(N/N=C1/CCSC1)c1cccc([N+](=O)[O-])c1	-9	-3	-1	-9	-23	-15	3	3
CCN1CCN(S(=O)(=O)c2cc(OC)c(Cl)cc2OC)CC1	1	8	-1	-4	-4	6	6	-5
O=C(CSc1nc2ccccc2[nH]1)NCCc1ccc(Cl)cc1	7	1	14	15	-2	3	-20	-1
CN1CCCN(Cc2ccccc2Br)CC1	-8	0	2	-6	-7	-12	-3	-2
O=C(c1cccc(NS(=O)(=O)c2ccc(F)c(F)c2)c1)N1CCCCC1	6	-5	-15	-20	-1	-7	-2	12
CCOCCOC(=O)c1cccc(NC(=O)OCC)c1	-2	1	-4	-6	6	8	-6	4
CCOC(=O)CSc1nnc(CSc2nc3sc4c(c3c(=O)[nH]2)CCC4)n1C	4	-5	3	-6	7	29	4	-5

Structures from the list above that contain a thiophene ring, fused or not:
SMILES	CCR6 antag	CXCR6 inh	ATG4B inhibitor	EBI2 block	UBC13 polyUb	APJ antagonist	Gli-Sufu block	APJ agonist
CCOC(=O)c1sc2ccc(S(=O)(=O)N3CC(C)CC(C)C3)cc2c1N (centres undefined)	10	8	0	5	14	-8	16	0
N#C/C(C(=O)NCCc1ccccc1)=C1/N=C(NC(=O)c2cccs2)c2ccccc21	13	1	-5	-6	16	1	7	1
Cc1ccsc1C=C1C(=O)c2ccccc2C1=O	16	0	9	0	-19	2	6	-4
C=CCn1c(SCC(=O)Nc2sccc2C(N)=O)nc2ccc(Cl)cc2c1=O	21	-1	8	6	1	-3	9	2
CC(NC(=O)Nc1ccc(F)cc1)C(c1cccs1)N1CCCC1 (centres undefined)	5	0	-6	3	-11	-15	3	2
CCC1CCc2sc(C(=O)N(C)CC(=O)Nc3ccc(N4CCOCC4)cc3)cc2C1 (centres undefined)	-4	2	-18	4	-2	0	-10	0
COCCCn1c(SCC(=O)Nc2ccc(NC(C)=O)cc2)nc2sc3c(c2c1=O)CCC3	4	-1	-7	-3	4	3	-2	0
CCOC(=O)CSc1nnc(CSc2nc3sc4c(c3c(=O)[nH]2)CCC4)n1C	4	-5	3	-6	7	29	4	-5
